Tn7 DDE FP = inhibitors of Tn7 peptide binding to human fibrin DD(E); FP displacement of FITC-Tn7 peptide from fibrin DD(E); 0% = median of compound wells per plate; inhibition, % at 8.3 µM; 0.13% of 370,000 active;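 active means inhibition above the mean of compounds falling within the control limits plus 3 SD of them, cut at about 14% in these data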;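 further: 0% = plate median of compound wells and 100% = 10 µM Aha-Tn7 peptide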
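Measure: % inhibition scaled between sample-field median and high-control FP; Test system: human fibrin DD(E); Quantity: 2 µM final DD(E) protein; Doses: one dose, 8.3 µM nominal; Schedule: compound with protein 10 min, then 3 h after probe, room temperature; Detection: fluorescence polarization; Medium: Tris buffer with calcium and detergent, pH 7.8.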
ADAM17 inh = ADAM17 inhibition, QFRET primary screen; inhibition, % at 6.95 µM; P78536; 0.83% of 370,000 active; recombinant ADAM17, EDANS/DABCYL FRET peptide cleavage;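 active means inhibition above the mean of compounds lying between control limits plus 3 SD, set per campaign, cut at about 8.5% in these data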;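 further: 0% = DMSO-only wells as the low control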
PLCg1 inh = blocks human PLC-gamma1 enzyme activity; P19174; purified PLC-gamma1, fluorogenic substrate, fluorescence; inhibition, % at 12.2 µM; 0.84% of 370,000 active; AID 720700; in the data active means inhibition above about 9.5%
PLC-beta3 inh = blocks human PLC-beta3 enzyme activity; 0.18% of 370,000 active; inhibition, % at 12.2 µM; AID 720704; Purified PLC-beta3, fluorogenic substrate, fluorescence; Q01970; in the data active means inhibition above about 11%;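 further: 0% = median of compound wells on plate and 100% = full blocker control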
Target sequence (Q01970 whole entry, looked up): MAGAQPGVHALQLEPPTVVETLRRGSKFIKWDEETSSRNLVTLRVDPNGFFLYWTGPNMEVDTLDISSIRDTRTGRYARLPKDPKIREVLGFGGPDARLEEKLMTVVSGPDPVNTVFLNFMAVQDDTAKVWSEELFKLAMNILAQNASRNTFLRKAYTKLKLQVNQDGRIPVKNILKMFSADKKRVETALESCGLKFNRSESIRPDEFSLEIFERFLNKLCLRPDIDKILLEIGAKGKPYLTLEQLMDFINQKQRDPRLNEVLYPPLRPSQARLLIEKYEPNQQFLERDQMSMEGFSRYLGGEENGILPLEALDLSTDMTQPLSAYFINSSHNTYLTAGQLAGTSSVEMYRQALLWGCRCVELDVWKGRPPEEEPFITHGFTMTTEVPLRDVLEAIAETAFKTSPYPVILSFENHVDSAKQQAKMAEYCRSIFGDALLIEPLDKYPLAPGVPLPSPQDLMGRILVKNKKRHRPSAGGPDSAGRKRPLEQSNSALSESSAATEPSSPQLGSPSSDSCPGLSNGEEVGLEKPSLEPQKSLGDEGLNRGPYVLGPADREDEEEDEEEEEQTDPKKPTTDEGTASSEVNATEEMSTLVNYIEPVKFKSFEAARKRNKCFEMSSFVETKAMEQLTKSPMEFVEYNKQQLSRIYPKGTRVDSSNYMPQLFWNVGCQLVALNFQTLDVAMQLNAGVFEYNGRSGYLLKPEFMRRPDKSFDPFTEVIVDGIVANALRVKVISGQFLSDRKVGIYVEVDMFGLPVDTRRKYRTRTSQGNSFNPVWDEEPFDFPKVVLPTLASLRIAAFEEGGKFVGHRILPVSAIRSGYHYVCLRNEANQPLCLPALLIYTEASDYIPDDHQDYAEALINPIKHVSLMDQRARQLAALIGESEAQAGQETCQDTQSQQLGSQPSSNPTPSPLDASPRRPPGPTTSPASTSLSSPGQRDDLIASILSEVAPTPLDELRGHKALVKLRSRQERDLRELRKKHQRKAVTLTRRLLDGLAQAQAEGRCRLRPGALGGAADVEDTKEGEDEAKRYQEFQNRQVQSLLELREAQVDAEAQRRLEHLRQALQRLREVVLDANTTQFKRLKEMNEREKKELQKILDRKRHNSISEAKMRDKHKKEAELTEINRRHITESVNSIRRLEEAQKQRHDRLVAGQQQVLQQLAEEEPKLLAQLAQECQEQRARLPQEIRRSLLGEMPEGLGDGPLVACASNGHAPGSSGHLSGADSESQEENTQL
ARFGAP1 inh = inhibits rat ARF GTPase activating protein 1; Arfgap1-stimulated ARF1 GTP hydrolysis, GDP FP detection; inhibition, % at 16.5 µM; 0.26% of 360,000 active;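 active means inhibition above a per-plate limit, mean inhibition of low control wells plus 3 SD, cut at about 25% in these data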;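 further: 0% = DMSO wells with enzyme and 100% = wells lacking Arfgap1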
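Material: truncated rat Arfgap1 GAP domain; Incubation: compound-enzyme preincubation 20 min, reaction 120 min, detection 60 min, 25 °C; Read-out: percent inhibition of Arfgap1-stimulated GTP hydrolysis; Technique: FP, GDP Alexa 633 tracer displaced from anti-GDP antibody, 620/688 nm; Controls: No-Arfgap1 wells (100%) versus DMSO full-reaction wells (0%); Replication: single well per compound.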
ASAP1 GAP inh = ASAP1 ArfGAP inhibition; ASAP1-stimulated ARF1 GTP hydrolysis, GDP FP detection; inhibition, % at 16.5 µM; 0.19% of 360,000 active; in the data active means inhibition above about 25%;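 further: 0% = vehicle with enzyme and substrate and 100% = no enzyme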
TDP2 inh = TDP2 (human) inhibition, absorbance primary screen; inhibition, % at 12.8 µM; AID 720702; 0.34% of 370,000 active; O95551; recombinant TDP2, T5PNP hydrolysis, p-nitrophenol absorbance 415 nm;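 active means inhibition above the mean of all tested compounds plus 3 SD, set per campaign, cut at about 25% in these data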;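 further: 0% = DMSO with enzyme and 100% = buffer with substrate but no TDP2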
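test system = human TDP2 enzyme | input = TDP2 enzyme at 120 nM final | medium = 50 mM Tris-HCl pH 7.5 with Mg2+, KCl, DTT, BSA | also added = T5PNP substrate, 5 mM | times = 2 h at 37 °C | technique = epi absorbance | benchmarks = high control without enzyme, low control DMSO plus TDP2 | replication = each compound tested once, singlicate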
SIAE primary = blocks human sialic acid acetylesterase; SIAE FP-Rh probe binding, fluorescence polarization; 0.69% of 370,000 active; Q9HAT2; inhibition, % at 9.66 µM;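 active means inhibition above a cutoff: mean of compounds within the control limits plus 3 SD of those, cut at about 17% in these data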;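 further: 0% = plate median of compound wells and 100% = probe without SIAE protein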
DDE Tn6 FP inh = disrupts Tn6 cyclic peptide binding to fibrin D-Dimer-E complex | Fibrin DD(E) TRITC-Tn6 fluorescence polarization displacement | inhibition, % at 8.3 µM | 0.21% of 370,000 active | AID 720509;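 active means inhibition above a per-campaign cutoff: mean of compounds within control limits plus 3 SD, cut at about 15% in these data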;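 further: 0% = median of all compound wells on the plate and 100% = blocking peptide control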
ADAM10 inh = inhibits human ADAM10 | inhibition, % at 7 µM | 0.62% of 370,000 active | recombinant ADAM10, EDANS/DABCYL FRET peptide cleavage, 3 h | AID 720582;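 active means inhibition above a per-campaign cutoff equal to the mean of compounds falling between control-based bounds plus 3 SD, cut at about 20% in these data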;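 further: 0% = DMSO wells while the 100% control is not disclosed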
Active calls of the source: *.

Sample of the layout:
SMILES	Tn7 DDE FP	ADAM17 inh	PLCg1 inh	PLC-beta3 inh	ARFGAP1 inh	ASAP1 GAP inh	TDP2 inh	SIAE primary	DDE Tn6 FP inh	ADAM10 inh
CS(=O)(=O)c1nc(S(=O)(=O)c2ccc(Cl)cc2)c(N2CCN(CCO)CC2)s1	-3	2	1	-4	20	-7	7	5	-9	-1
COc1ccccc1-n1c(SCC(=O)Nc2ccccc2C)nc(O)cc1=O	4	0	0	-2	-11	-19	-5	-9	-1	13
O=c1c2ccccc2ncn1-c1ccc2c(c1)OCCO2	-2	2	5	7	-1	3	-4	4	7	0
CCCCN1C[C@H](CSC)[C@@H](CC(=O)Nc2ccc(Br)cc2)C1=O	-11	5	2	5	16	10	-5	2	1	2

Main list, repeating the preview:
SMILES	Tn7 DDE FP	ADAM17 inh	PLCg1 inh	PLC-beta3 inh	ARFGAP1 inh	ASAP1 GAP inh	TDP2 inh	SIAE primary	DDE Tn6 FP inh	ADAM10 inh
CS(=O)(=O)c1nc(S(=O)(=O)c2ccc(Cl)cc2)c(N2CCN(CCO)CC2)s1	-3	2	1	-4	20	-7	7	5	-9	-1
COc1ccccc1-n1c(SCC(=O)Nc2ccccc2C)nc(O)cc1=O	4	0	0	-2	-11	-19	-5	-9	-1	13
O=c1c2ccccc2ncn1-c1ccc2c(c1)OCCO2	-2	2	5	7	-1	3	-4	4	7	0
CCCCN1C[C@H](CSC)[C@@H](CC(=O)Nc2ccc(Br)cc2)C1=O	-11	5	2	5	16	10	-5	2	1	2
COc1ccc(/C=C/C(=O)C2CC2)cc1COc1cccc(C)c1C	5	0	0	-5	7	-10	-8	-11	4	0
O=C(CN1C(=O)C2C3c4ccccc4C(c4ccccc43)C2C1=O)Nc1cccc(C(=O)O)c1 (configuration not stated)	-1	2	6	1	7	-5	-7	3	-4	-5
CCCCN(C)CCN1C(=O)C2C(C(=O)Nc3ccc(C)cc3)C3C=CC2(O3)C1C(=O)NC1CCCCC1 (configuration not stated)	-3	2	-2	-6	-3	0	9	-2	4	0
O=C(NCc1cccnc1)NC1CC(=O)N(c2ccc3c(c2)OCCO3)C1 (configuration not stated)	0	-8	-2	-8	18	0	2	-3	0	-5
Cc1oc(C(C)(C)C)cc1C(=O)NCC(=O)NCC(=O)O	6	-6	-1	2	9	-3	8	14	0	-5
O=C(NCc1cccnc1)c1ccc2nc([C@@H]3O[C@H](CO)[C@H](O)[C@H](O)[C@H]3O)[nH]c2c1	-5	-2	2	2	0	2	-6	-1	-8	-10
COc1cc2c(cc1O)C(SC)=NC(C)(C)C2	7	2	3	7	0	6	-3	11	1	8
O=C(O)c1cnn2c(C(F)F)cc(C(F)F)nc12	-2	5	6	0	-8	-3	-16	-4	-2	2
S=C(NCC1CCCO1)c1ccc(Br)cc1 (configuration not stated)	4	-3	-1	-4	9	-4	2	2	-5	5
COc1ccc2c(Cl)c(C(=O)NN3CCN(C)CC3)sc2c1	-4	-5	-3	-7	-4	6	-7	1	2	-4
O=C(CN1CCN(S(=O)(=O)c2ccccc2F)CC1)N1CCc2ccccc2C1	-2	-7	3	4	0	2	5	8	-4	-15
CC(=O)N1c2ccccc2NC(=O)C1(C)C	-5	-3	0	4	-1	-10	7	11	3	-3
COc1cc(C)ccc1OCCCCN1CC(C)OC(C)C1 (configuration not stated)	7	1	5	5	3	11	-4	-6	-1	1
CC1CC(C)CN(C(=O)c2ccccc2Nc2ccc(SC(F)F)cc2)C1 (configuration not stated)	-12	4	0	-1	3	-8	-12	-2	-5	13
Cc1ccccc1N1C(=O)C2ON(c3ccccc3)C(c3cccnc3)C2C1=O (configuration not stated)	4	-2	0	-5	-1	4	0	-3	0	-6
O=C(CN1CCN(S(=O)(=O)c2cccc(Br)c2)CC1)NCCc1cccs1	5	-4	2	3	-2	12	4	3	5	-13
N#CC(c1ccc(=O)[nH]n1)c1ccc(Cl)cc1Cl (configuration not stated)	-5	-1	-2	0	16	-8	15	-1	3	2
CCOc1ccc(OCC(=O)Nc2cc(Cl)ccc2-n2cncn2)cc1	4	-3	-3	-1	-8	6	2	-1	1	-8
CCOCc1nnc(NC(=O)c2cc(OC)cc(OC)c2)s1	-3	-2	0	0	1	4	-12	-7	-5	-11
CCC(=O)Nc1nnc(/C=C/c2ccccc2)s1	-3	-82	-38	-54	6	5	13	-3	10	-167
CCOc1cc(C2C(C(=O)OC(C)C)=C(C)NC3=C2C(=O)CCC3)cc([N+](=O)[O-])c1O (configuration not stated)	-3	0	3	3	-11	-1	-9	-2	-6	-3
O=C(Nc1ccc(Cl)cc1)Nc1ccccc1C(=O)NCc1ccco1	-3	-12	-36	-38	2	4	2	-9	-6	-26
Cc1ccc(NC(=O)COC(=O)c2ccco2)cc1C	3	-3	-1	-5	-11	2	5	4	7	5
Cc1cc(=O)oc(C)c1C(=O)NCCc1ccccc1	0	-6	-1	-3	-2	-1	6	-6	2	-9
Cc1ccc(Nc2ncccc2C(N)=O)cc1[N+](=O)[O-]	2	0	-2	-5	-5	4	0	-1	-4	1
CCCC(=O)N1c2ccc(-c3csc(N)n3)cc2CC1C (configuration not stated)	-1	-2	-2	-5	-2	-5	-6	3	7	-1
COc1cccc(NC(=O)C2CCCN2S(=O)(=O)c2ccc3c(c2)C(C)(C)C(=O)N3C)c1 (configuration not stated)	-2	0	1	5	22	2	-3	-1	-3	-5
NC(=O)c1ccc(C(F)(F)F)n(Cc2ccccc2Cl)c1=O	2	1	-1	-1	6	-10	-15	8	5	4
COc1cc2oc(=O)cc(-c3ccc(-c4ccc(F)c(Cl)c4)cc3)c2c(OC)c1OC	-7	-3	-6	-5	2	14	-5	-1	3	-6
O=C(CC(C(=O)O)c1c(F)cccc1Cl)c1ccc(Cl)cc1 (configuration not stated)	-5	-2	3	-6	5	-6	7	1	-1	1
CC(=O)C(=Cc1cc(C)n(-c2ccccc2)c1C)C(C)=O	0	0	-2	-1	-4	-5	0	9	-8	-3
CCCCOCCCNC(=O)C[C@@H]1C[C@@]2(C(=O)OC)CC(C)(C)CC=C2N(CCc2ccc(OC)c(OC)c2)C1=O	-8	2	4	4	-5	7	-10	2	-7	7
COc1ccccc1C(=O)NCC(=O)N(C)Cc1nc2ccccc2c(=O)[nH]1	1	-2	0	-3	9	-8	-1	-3	5	-18
CC1CN(C)C(C)c2c1oc1ccc(N)cc21 (configuration not stated)	-2	-4	-5	-12	8	0	1	1	0	-8
CCOC(=O)c1c(NC(=O)COC(=O)c2c(C)noc2C)sc2c1CCC2	1	-4	1	-2	-6	8	4	2	5	-8
Cc1ccc(C(=O)Nc2ncccc2C)o1	-4	2	3	-2	-4	-2	11	1	1	2
O=C(Nc1c2c(nn1-c1ccc([N+](=O)[O-])cc1)CS(=O)(=O)C2)c1cccs1	1	-2	0	-6	11	1	9	1	-7	-4
Cc1cnc(-c2nc3ccccc3n2C(C(=O)NC(C)(C)C)c2ccccc2)cn1 (configuration not stated)	4	-18	-51	-68	8	2	2	3	1	-68
CCOC(=O)c1c(C)[nH]c(C)c1C(=O)COC(=O)c1cccs1	8	0	1	1	18	4	-5	-2	-3	-5
C[C@@H]1CN([C@@H](C)CO)S(=O)(=O)c2ccc(Br)cc2O[C@H]1CN(C)C(=O)CN(C)C	-2	-2	1	-3	-5	0	2	5	3	-8
Cc1ccc(C)c(NC(=O)C(C)CC2COCCO2)c1 (configuration not stated)	-1	-2	2	2	-4	-1	-4	2	-4	-5
Cc1ncc(CSc2ccc(Cl)cc2)c(CO)c1O	3	0	-1	-2	18	10	-2	6	-6	-15
CCC1(CC)C(=O)C2=C3C1[C@H](C(=O)OC)C=C(C(=O)OC)C[C@H]3n1c(=O)n(-c3ccccc3)c(=O)n1[C@H]2C (some centres not stated)	-7	2	4	3	-3	-4	-5	11	-2	2
CC(C)N(CC(O)COc1ccc(CC(N)=O)cc1)CC(O)COc1ccc(CC(N)=O)cc1 (configuration not stated)	3	1	1	4	0	7	-4	2	7	-5
O=C(NCCc1cscn1)C1CCC(=O)N(Cc2ccc(Cl)cc2)C1 (configuration not stated)	0	-4	-2	-9	12	6	16	2	-6	-4
COc1ccc(-c2nc(CN3CCC(C(=O)NCC4CCCO4)CC3)c(C)o2)cc1OC (configuration not stated)	6	-2	-1	-9	-11	-2	11	4	5	3
COc1ccc(NC(=S)N2CCCC(CO)C2)c(OC)c1 (configuration not stated)	5	-2	0	2	-2	4	-5	3	2	8
COC(=O)[C@H](Cc1ccccc1)NC(=O)Nc1ccc(C)cc1	0	0	2	4	4	5	-2	-7	-2	6
CCOc1ccccc1NC(=O)Cn1c(-c2ccc(Cl)cc2)noc1=O	-2	0	2	-3	-2	4	-3	-1	1	9
CCC(C(=O)OCC(=O)Nc1c(C)n(C)n(-c2ccccc2)c1=O)c1ccccc1 (configuration not stated)	2	2	7	8	4	-12	-23	-8	3	0
N#C/C(=C\c1ccccc1C(F)(F)F)C(=O)Nc1ccccc1F	-3	5	5	2	2	4	-1	1	9	2
O=C1OCCN1C(=O)[C@H]1[C@H](c2ccc([N+](=O)[O-])cc2)C(c2ccc(F)cc2)=NN1c1ccc(Br)cc1	4	9.2*	-1	-3	-1	11	-4	-4	10	22*
C[C@H](CO)N1C[C@H](C)[C@@H](CN(C)S(C)(=O)=O)Oc2c(NC(=O)Nc3ccc(C(F)(F)F)cc3)cccc2C1=O	-10	7	8	12*	-1	13	-13	-10	-16	12
Cc1ccccc1Nc1scc(-c2ccc(Cl)cc2)[n+]1-c1ccccc1C	-2	0	0	1	-9	-1	5	-5	1	-4
CC(C)[C@H](NC(=O)c1ccccc1)C(=O)OCC(=O)NCCC1=CCCCC1	1	-3	-2	-1	4	-12	5	1	8	-2
Cc1nnc(SCC(=O)NCc2ccco2)n1-c1ccc(F)cc1	7	-12	0	-2	3	-4	8	-2	0	6

More compounds follow:
SMILES	Tn7 DDE FP	ADAM17 inh	PLCg1 inh	PLC-beta3 inh	ARFGAP1 inh	ASAP1 GAP inh	TDP2 inh	SIAE primary	DDE Tn6 FP inh	ADAM10 inh
Cc1ccc(S(=O)(=O)N(C)C)cc1NC(=S)NC(=O)C12CC3CC(CC(C3)C1)C2	-2	1	6	2	15	5	-10	-3	-2	7
CCOC(=O)c1cnc2ccc(C)cc2c1NCCN1CCOCC1	-6	0	11*	0	-1	8	-27	2	-2	-19
Cc1ccc(S(=O)(=O)N2CC3C(=O)CC(c4ccccc4)N(S(=O)(=O)c4ccc(C)cc4)C3CC2c2cccc(Cl)c2)cc1 (configuration not stated)	-4	3	3	6	-2	-17	1	-24	-1	6
CCOc1ccc(CCNC(=O)COC(=O)/C=C/c2ccccc2OC)cc1OCC	-6	-18	-27	-24	10	14	-9	0	2	-54

Assay outcomes deposited in PubChem by The Scripps Research Institute Molecular Screening Center.

Not a hit list; any-hit rate near 3.6%.
